# Vif-A3G inh = inhibitors of Vif-APOBEC3G interaction; Q9HC16; Potency, µM (highest dose often 46.1 µM), inactives show top-dose activity, negative = active, most hits filed as inhibitors; actives 0.076% (n = 410,000); HeLa A3G-eYFP + Vif (tagged APOBEC3G with the HIV-1 protein that degrades it), YFP fluorescence, overnight;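 further: potency means the concentration at half of the fitted maximal effect; on the % scale 0 is the no-effect control and ±100 the full control effect; nearly all actives have a fitted effect of over 60% in size; hits raise eYFP signal because A3G escapes Vif-driven loss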
# Target sequence (Q9HC16 whole entry, looked up): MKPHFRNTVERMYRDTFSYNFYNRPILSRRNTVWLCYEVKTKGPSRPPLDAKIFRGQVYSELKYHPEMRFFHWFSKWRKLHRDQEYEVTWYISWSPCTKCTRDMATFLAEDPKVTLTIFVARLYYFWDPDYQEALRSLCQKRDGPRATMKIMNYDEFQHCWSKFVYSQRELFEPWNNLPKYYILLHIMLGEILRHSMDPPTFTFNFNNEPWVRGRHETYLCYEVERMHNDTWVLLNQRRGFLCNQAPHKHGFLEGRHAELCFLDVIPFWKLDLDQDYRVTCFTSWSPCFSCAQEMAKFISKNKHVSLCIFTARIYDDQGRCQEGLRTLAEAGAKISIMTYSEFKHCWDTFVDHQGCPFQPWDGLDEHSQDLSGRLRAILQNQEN
#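 HeLa cells stably expressing Vif and C-terminally eYFP-tagged A3G, seeded overnight at 37 deg C, then exposed to compound by pintool overnight at 37 deg C. Rise in yellow fluorescence (Ex 488/Em 500-530, Acumen) marks blocked Vif-driven A3G degradation.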
# Vif-A3F inh = inhibitors of Vif-A3F interaction; HeLa A3F-eYFP + Vif (tagged APOBEC3F with the HIV-1 protein that degrades it), YFP fluorescence increase; AID 602313; Potency, µM (top dose mostly 46.1 µM), for the others: top-dose activity, negative = active; actives 0.2% (n = 390,000); further: potency means the concentration at half of the fitted maximal effect; % of control where 0% means no effect; nearly all actives have a fitted effect of over 65% in size
#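 HeLa cells stably expressing Vif plus C-terminally eYFP-tagged A3F were seeded, incubated overnight at 37 deg C, dosed with compound, incubated overnight again at 37 deg C. Yellow fluorescence (Ex 488/Em 500-530) reported blocked Vif-mediated A3F-eYFP degradation.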
# GRP78 ERSR act = induces the endoplasmic reticulum stress response in human glioma cells; U87-MG GRP78 promoter luciferase reporter, 16 h; Potency, µM, inactives show top-dose activation, actives largely listed as activators; actives 0.02% (n = 420,000); AID 602332; further: potency means the concentration at half of the fitted maximal effect; series mostly up to about 76 µM; % of control where 0% means no effect; nearly all actives have a fitted effect of over 35% in size
#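 Stably transfected U87-MG glioma cells carrying a GRP78-based luciferase sensor; 16 h compound incubation. Luminescence end-point read 10 min after Bright-Glo addition at room temperature.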
# LDHA inh = inhibitors of human lactate dehydrogenase A; purified LDHA, NADH/diaphorase-resazurin fluorescence; hits give low values; activity change, % (values are at about 110 or 230 µM); actives 0.15% (n = 480,000); AID 1347041; in the data active means activity change below about -30%; inconclusive means mostly about -25% to -30%;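 further: plate controls were DMSO wells for no effect and wells without enzyme for full effect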
#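 Resorufin fluorescence (ex540/em590), read at 0 and 20 min after diaphorase/resazurin addition, reports the NADH left after a 5 min room-temperature reaction of 2 nM human LDH5 with 0.06 mM NADH and 0.2 mM pyruvate.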
# ALOX12 inh = blocks human arachidonate 12S-lipoxygenase; P18054; purified 12hLO, xylenol orange hydroperoxide absorbance; Potency, µM (top dose mostly 108 µM), for inactives: at the top dose activity change, negative = inhibition, most hits filed as inhibitors; actives 1.1% (n = 580,000); AID 1671190; further: potency means the concentration at half of the fitted maximal effect; on the % scale 0 is the no-effect control and ±100 the full control effect
#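 Purified human 12hLO at 150 nM in 25 mM Hepes, 0.01% Triton X-100, pH 7.0, preincubated 15 min at room temperature with compound. Reaction started with 40 uM arachidonic acid, 30 min at room temperature. Hydroperoxide measured by Fe-xylenol orange, 573/405 nm absorbance ratio.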
# D2 ag = D2 dopamine receptor (human) agonism. P14416. activation, % at 2 µM. actives 0.53% (n = 340,000). HEK293 T-REx D2 cells, calcium flux agonist mode;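 active means activation over 3 SD above normal in the single-dose calcium agonist read, cut at about 30% in these data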; further: 0% is about no effect
# Target sequence (P14416 whole entry, looked up): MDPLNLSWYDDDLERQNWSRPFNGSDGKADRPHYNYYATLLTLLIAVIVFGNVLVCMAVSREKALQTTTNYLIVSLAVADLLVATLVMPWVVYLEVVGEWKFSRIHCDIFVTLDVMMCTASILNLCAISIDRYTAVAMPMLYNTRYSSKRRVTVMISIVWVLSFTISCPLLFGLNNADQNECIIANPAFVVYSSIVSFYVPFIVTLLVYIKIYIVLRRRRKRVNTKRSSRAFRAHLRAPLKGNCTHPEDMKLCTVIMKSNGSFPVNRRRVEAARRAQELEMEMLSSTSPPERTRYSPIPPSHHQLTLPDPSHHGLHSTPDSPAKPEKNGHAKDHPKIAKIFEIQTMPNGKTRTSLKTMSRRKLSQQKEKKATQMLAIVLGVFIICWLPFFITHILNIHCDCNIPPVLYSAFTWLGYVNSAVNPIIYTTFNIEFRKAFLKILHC
#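 Calcium-flux readout, 1 cycle/sec over 180 s following compound pin transfer, in inducible HEK293 Trex D2 cells (force-coupled); dopamine controls included. Positive calcium responses during this window marked compounds as potential agonists.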
# D2 antagonist = D2 dopamine receptor (human) antagonism. P14416. HEK293 TREx D2 cells, calcium flux, dopamine EC80. inhibition, % at 10 µM. actives 2% (n = 340,000); in the data active means inhibition above about 30%; further: 0% is about no effect
#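 Tetracycline-induced HEK293 T-REx cells expressing D2 force-coupled to calcium signalling were dye-loaded, exposed to compound for 180 s, then challenged with an EC80 of dopamine; calcium flux was followed kinetically for a further 180 s.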
# RGS4 inhibitor = inhibitors of human regulator of G protein signaling 4; Transcreener GDP fluorescence polarization, RGS4-accelerated GTP hydrolysis; Potency, µM (series often up to 114 µM), for inactives: at the highest dose activity change, negative = inhibition, usual class: inhibitors; actives 0.039% (n = 390,000); AID 504845; further: potency means the concentration at half of the fitted maximal effect; on the % scale 0 is the no-effect control and ±100 the full control effect; nearly all actives have a fitted effect of over 75% in size; some results filed as inactive show a strong effect at the top dose
# Target sequence (P49798 whole entry, looked up): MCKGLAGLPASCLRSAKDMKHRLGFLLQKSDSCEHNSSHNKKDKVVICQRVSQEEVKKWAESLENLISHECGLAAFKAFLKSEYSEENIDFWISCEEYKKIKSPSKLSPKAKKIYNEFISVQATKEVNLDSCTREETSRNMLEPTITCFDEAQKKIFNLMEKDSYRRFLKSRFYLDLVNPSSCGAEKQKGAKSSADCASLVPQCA
#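 MLSMR compounds (23 nl, pin-transferred) preincubated 10 min at room temperature with a 500nM (2x) first reagent, then RGS4 at 900nM (2x) plus Transcreener GDP mix added; fluorescence polarization (620/688 nm) read before and after 90 min at 30 °C.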
# ERG Ets-DNA blk = inhibitors of human ERG Ets domain-DNA interaction; Potency, µM (series often up to 76.9 µM), for inactives: at the top dose FP activity, negative = inhibition, actives largely listed as inhibitors; fluorescence polarization, His-ERG Ets domain / labelled DNA; actives 0.028% (n = 370,000); active means well fitted inhibition curve with a large enough effect in the polarisation, with a control signal flat; inconclusive means small, poorly fitted or top-dose-only effect, or effect the other way, or a change in a side signal; inactive means no such curve, though single readings can be large or run the other way; the % refers to the polarisation;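 further: polarization taken with two DNA probes labelled with fluorescein and Texas red; potency means the concentration at half of the fitted maximal effect; % of control where 0% means no effect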
#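 His-tagged ERG Ets domain (1 uM in the protein solution; 300mM KCl, 50mM Tris-HCl, 1mM EDTA, 1mM DTT, pH 7.5) received compound, then a probe mix of 5 nM fluorescein-DNA and 100nM Texas-615-DNA. Fluorescence polarization was read for both dyes.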
# The depositor's hits bear a star; ? = inconclusive; · = no result given; & = joins results of further samples; [ ] = another dose, or the depositor's remark. Unless noted, the call rests on the fitted dose curve; in most records, active means well fitted curve in the direction sought with a large enough effect; inconclusive means small, poorly fitted or top-dose-only effect, or another doubt; inactive means no such curve, though single readings can be large; an effect the other way counts as inactive or inconclusive.
SMILES,Vif-A3G inh,Vif-A3F inh,GRP78 ERSR act,LDHA inh,ALOX12 inh,D2 ag,D2 antagonist,RGS4 inhibitor,ERG Ets-DNA blk
O=C(CSc1nnc(-c2cccc(S(=O)(=O)N3CCCC3)c2)n1-c1ccccc1)Nc1ccc(C(=O)O)cc1,-2%,-14%,-1%,-6,-17%,0.2,8,11%,14%
CC(=O)Nc1ccc2c(c1)C(=Nc1ccccc1)c1ccccc1-2,4%,5%,2%,-5,7%,·,·,11%,12%
CCc1noc(C)c1C(=O)N1CCCSC1=Nc1ccccc1,2%,-6%,-2%,2,-19%,2.0,2,13%,12%
CC(=O)Nc1ccc(C2Nc3cc(C)c(C)cc3NC3=C2C(=O)CC(C)(C)C3)cc1 (stereo not drawn),-1%,-6%,0%,-14,?,0.9,-4,-11%,5%
COCCNC(=O)c1cc(S(=O)(=O)N(C)c2ccccc2OC)ccc1C,8%,2%,0%,-2,-5%,0.3,-9,-16%,16%
CC(C)(C)NC(=O)CC1C[C@H](C(=O)N2CCCCC2)[C@@]2(CCc3ccccc3)c3[nH]c4ccccc4c3CCN2C1=O (stereo partly drawn),-1%,9%,-3%,0,6%,·,·,-4%,0%
CN1CCN(S(=O)(=O)c2ccc(NC(=O)c3cccc(F)c3)cc2)CC1,3%,11%,0%,0,?,-0.3,3,-33%,-11%
COc1ccc(N2CCN(C(=O)CSc3ncnc4scc(-c5ccc(C)cc5)c34)CC2)cc1,2%,0%,-4%,4,-21%,·,·,-13%,-4%
CCn1cc(/C=N/NC(=O)c2cc3c(ccc4ccccc43)o2)c2ccccc21,-25%,-5%,0%,-14,0%,0.1,-5,10%,5%
Cn1c(O)c(N=NC(=O)c2ccco2)c2ccccc21,1%,5%,-8%,-5,3%,0.3,-2,15%,4%
Cc1ccccc1OC(=O)c1snnc1C,3%,0%,-3%,-3,-18%,-0.5,·,-19%,-4%
Cn1c(SCC(=O)NC2CC2)nnc1-c1cccs1,5%,-9%,-5%,1,4%,0.7,0,1%,1%
CCc1ccccc1NS(=O)(=O)c1ccc2oc(=O)c3ncn(C)c3c2c1,6%,2%,8%,-4,-6%,·,·,22%,-1%
CC(C)(C)NC(=O)NC(=O)CN1CCN(S(=O)(=O)c2ccccc2)CC1,0%,7%,-3%,9&-4,?,0.2,-10,24%,-1%
C[C@@H](NC(=O)[C@@H]1Cc2ccccc2CN1C(=O)OC(C)(C)C)C(=O)NC1CCCCC1,5%,2%,3%,1,0%,·,-16,-5%,0%
CN(C)c1ccc(N=c2sc3ccccc3n2C)cc1,-8%,-2%,4%,5,?,-0.3,10,-43%,·
COc1ccccc1CNC(=O)COC(=O)Cc1c(F)cccc1Cl,2%,-6%,-2%,-6,-16%,4.7,18,-8%,2%
C=CCn1c(COc2ccc(F)cc2)nnc1SCC(=O)c1c[nH]c2c(CC)cccc12,3%,-13%,-2%,-6,-4%,0.6,-6,14%,4%
Cc1cc(C)n(CC(C)O)c(=O)c1C#N (stereo not drawn),2%,-3%,-2%,-3,-9%[57.4 µM],1.0,-16,-3%,·
COc1ccccc1CCc1nnc(CCC(=O)N(C)Cc2cccc3cnccc23)o1,-1%,6%,3%,-4,-1%,0.2,3,21%,-8%
O=C(CCC(=O)N1CCN(c2ccc(Cl)c(Cl)c2)CC1)c1ccccc1,4%,4%,-3%,0,-19%,0.1,2,-10%,11%
O=C(NCc1ccc(C(F)(F)F)cc1)C1CC(c2ccccc2C(F)(F)F)=NO1 (stereo not drawn),7%,2%,-4%,3,-19%,0.5,-26,18%,-6%
Cc1ccc(NC(=O)CCN2CCC(Cc3ccccc3)CC2)cc1,-5%,?,-2%,-4,?,0.4,-3,-6%,-3%
COc1cccc(N(C(=O)CNC(=O)c2ccco2)C(C(=O)NC2CCCC2)c2ccco2)c1 (stereo not drawn),0%,?,-6%,-6,-5%,-0.4,-8,17%,0%
CCCn1c(NC(=O)c2ccccc2)nc2ccccc21,-14%,-17%,-2%,3,25%,-0.9,22,-17%,10%

# An excerpt of these results, with tabs.
structure	Vif-A3G inh	Vif-A3F inh	GRP78 ERSR act	LDHA inh	ALOX12 inh	D2 ag	D2 antagonist	RGS4 inhibitor	ERG Ets-DNA blk
CC(=O)Nc1ccc(C2Nc3cc(C)c(C)cc3NC3=C2C(=O)CC(C)(C)C3)cc1 (stereo not drawn)	-1%	-6%	0%	-14	?	0.9	-4	-11%	5%
COCCNC(=O)c1cc(S(=O)(=O)N(C)c2ccccc2OC)ccc1C	8%	2%	0%	-2	-5%	0.3	-9	-16%	16%

# Look-ups from the list.
# Result of `COc1cccc(N(C(=O)CNC(=O)c2ccco2)C(C(=O)NC2CCCC2)c2ccco2)c1` (stereo not drawn) in ERG Ets-DNA blk: 0%
# Result of `COc1ccccc1CCc1nnc(CCC(=O)N(C)Cc2cccc3cnccc23)o1` in Vif-A3G inh: -1%
# Result of `CCn1cc(/C=N/NC(=O)c2cc3c(ccc4ccccc43)o2)c2ccccc21` in GRP78 ERSR act: 0%
# Result of `COc1ccccc1CNC(=O)COC(=O)Cc1c(F)cccc1Cl` in Vif-A3G inh: 2%
# Result of `Cn1c(SCC(=O)NC2CC2)nnc1-c1cccs1` in D2 ag: 0.7

# An excerpt from above with just D2 antagonist, ERG Ets-DNA blk and GRP78 ERSR act.
canonical_smiles,D2 antagonist,ERG Ets-DNA blk,GRP78 ERSR act
Cn1c(O)c(N=NC(=O)c2ccco2)c2ccccc21,-2,4%,-8%
Cc1cc(C)n(CC(C)O)c(=O)c1C#N (stereo not drawn),-16,·,-2%

# (list continues)
SMILES,Vif-A3G inh,Vif-A3F inh,GRP78 ERSR act,LDHA inh,ALOX12 inh,D2 ag,D2 antagonist,RGS4 inhibitor,ERG Ets-DNA blk
O=C(N/C(=C\c1ccc2c(c1)OCO2)C(=O)N1CCOCC1)c1cccs1,-1%,-5%,-2%,-8,5%,0.8,-11,8%,3%
CCC(=O)N1CCc2cc(S(=O)(=O)NC(C(=O)N3CCN(c4ccc(F)cc4)CC3)C(C)C)ccc21 (stereo not drawn),4%,0%,-3%,1,2%,·,·,2%,-16%
CCOC(=O)c1c(NC(=O)CCC(=O)O)sc2c1CC(C)(C)OC2,-3%,-3%,-3%,-1,-3%,-0.7,2,-10%,4%
Cc1ccc(-n2nc(C(=O)O)cc2-c2ccc(Cl)cc2)cc1,9%,-15%,-2%,-24,0%,0.6,23,-6%,3%
O=C(N/N=C/c1cccnc1)c1ccccc1Cl,-3%,-3%,0%,-1,0%,1.1,-5,-2%,1%
CS(=O)(=O)Nc1ccc(C(=O)N2CCCCC2)cc1,-1%,-11%,-4%,-6,-6%,0.3,9,32%,·
Cc1ccccc1-c1cc(C(=O)Nc2nc3c(s2)CCCC3)c2ccccc2n1,-2%,2%,-3%,5,?,·,·,-39%,1%
CCOC(=O)c1c(-c2ccc(C)cc2)csc1NC(=O)c1cc(=O)c2cc(C)c(C)cc2o1,-1%,1%,-4%,-2,-18%,-1.3,·,5%,1%
Cn1c(Cn2c(=O)sc3ccccc32)nnc1SCc1ccccc1F,-6%,1%,-6%,1,88%[activator],-0.2,19,8%,3%
CC(C)c1ccc(NC(=O)CN(C)S(=O)(=O)c2ccc3c(c2)c(=O)n(C)c(=O)n3C)cc1,2%,-11%,-2%,-5,?,0.4,·,1%,2%
COc1ccc(NC(=O)C2CCCN2C(=O)OC(C)(C)C)cc1 (stereo not drawn),1%,4%,-3%,-11,-3%,0.7,-19,13%,2%
Cc1cccc(C)c1NC(=O)c1sc(N)nc1-c1ccccc1,-9%,-7%,-2%,-3&1,4%&0%,0.8,-12,-12%[56.9 µM],-27%
COc1cccc(C(=O)Nc2nnc(S(=O)(=O)N3CCOCC3)s2)c1,3%&4%,8%&0%,4%&-2%,-7&-8,-7%&-25%,0.0&0.2,-16,2%&16%,-8%&-4%
CC(=O)Nc1ccccc1C(=O)C(=O)Nc1ccc(F)c(Cl)c1,1%,8%,5%,0,-12%,0.4,3,-13%,-2%
CCOc1ccc(C2=C/C(=C/c3cccnc3)C(=O)O2)cc1,0%,4%,2%,-3,-30%,7.8,0,-35%,3%
CN1/C(=C\C=C(/C#N)C(=O)Nc2ccccc2F)C(C)(C)c2ccccc21,-59%,?,3%,-2,-1%,62*,4,-2%,7%
CSc1ccccc1C(=O)N1CCCC(CNC(=O)c2ccc(F)cc2)C1 (stereo not drawn),-7%,8%,11%,-2,7%,-0.1,4,6%,-2%
COc1ccc(/C=C/C(=O)c2c(C)nc3ccccn23)cc1,1%,0%,7%,-1,8%,-1.3,-16,1%,7%
COc1ccc(CNS(=O)(=O)c2cn(C)c(=O)n(C)c2=O)cc1,0%,0%,-5%,-1,-2%,-0.5,1,31%,-2%
CNC(=O)c1cc(C)c(-c2ccccc2)s1,0%,-1%,6%,5,-3%,-0.3,8,2%,-1%
CC(=O)Nc1c(O)nc(SCC(=O)N2CCCCC2)[nH]c1=O,-9%,-3%,-1%,2,?,0.6,-1,-38%,16%
COC(=O)c1sccc1NC(=O)CSc1cc(Cl)ccc1Cl,-9%,-1%,-3%,0,1%,0.0,5,-42%,10%

# High-throughput results from PubChem.

# An excerpt (hit frequency here may not be typical).
